SRC1 TRFRET art: flags TR-FRET format artefacts in PPARgamma SRC-1 recruitment agonist screen | TR-FRET detection artefact counter-screen, emission ratio; stronger effect = higher value | TR-FRET ratio at 8 µM | 99,000 compounds, 0.34% hits | AID 1051; in the data active = TR-FRET ratio above about 2300; note: inactives centre near 1800; reference of the scale not given here
SRC3 TRFRET art: flags TR-FRET format artefacts in PPARgamma SRC-3 recruitment agonist screen; 99,000 compounds, 0.39% hits; AID 1048; TR-FRET ratio at 8 µM; TR-FRET artefact counter-screen, PPARgamma/SRC-3 format; stronger effect = higher value; in the data active = TR-FRET ratio above about 2000; note: inactives centre near 1600; reference of the scale not given here
Numbers without * were called inactive; & = joins results of further samples. A portion of the library; count on the stated rates, not on these rows.

SMILES	SRC1 TRFRET art	SRC3 TRFRET art
CC(C)CNC(=O)C(=O)NCCCN1CCOCC1	1505	1552
Cc1ccccc1-c1nn(-c2ccc(F)cc2F)cc1CNCCN(C)C	1734	1593
CC(=C1C(=O)c2ccccc2C1=O)N1CCN(CCN=CC2=C(O)CC(C)(C)CC2=O)CC1	1408	1432
c1csc(-c2nn3cnnc3c3ccccc23)c1	1848	1702
CCOc1cc(C(=O)Nc2ccc(NC(C)=O)cc2)ccc1OCC(=O)N1CCCCC1	2010	1493
CCn1c(O)c(C2=c3ccccc3=NC2=O)c2cc(Br)ccc21	1919	1566
CCOc1ccc(NC(=S)N2CCCN(Cc3cc(C)ccc3C)C2)cc1	1712	1519
CCCn1cc(CN2CCCC(CNC(=O)c3ccc(F)cc3)C2)c(C)n1 (stereo not drawn)	1608	1821
O=C(/C=C/c1ccccc1)NC(=S)Nc1ccc(CN2CCOCC2)cc1	1862	1810
Clc1ccccc1CO/N=C1\CCCc2nonc21	1712	1468
COc1cc(OC)cc(C(=O)NC(=S)NNC(=O)Cc2cccs2)c1	2099	1748
Cc1cc(C)c2c(c1)/C(=N/NC(=O)c1cc(C)oc1C)CCC2	2017	1647
Cc1ccc(C(=O)O)cc1NC(=O)CN1C(=O)C2C3c4ccccc4C(Br)(c4ccccc43)C2C1=O (stereo not drawn)	1701	1509
CCOc1ccc(NCc2nc3ccccc3n2CCOc2ccccc2)cc1	2079	1382
Cc1ccc(C2=NN(CC(=O)NCc3ccccn3)C(=O)CC2)cc1	1778	1410
C=CCN(CC=C)C(=O)COC(=O)c1n[nH]c2ccccc12	1828	1479
CCCCNc1cc(F)nc(N)n1	1869	1654
Cc1cc(C(=O)COC(=O)CNC(=O)c2ccc(F)cc2)c(C)n1Cc1ccco1	1923	1615
Cc1nc2ccc(Nc3ccncc3)cc2s1	1833	1610
CC1CCN(c2ccc(N3C(=O)C4CCCCC4C3=O)cc2[N+](=O)[O-])CC1 (stereo not drawn)	1860	1748
Cc1cccc(Nc2cc(C)c3c(O)cccc3n2)c1C	1720	1623
Cc1ccc2nc(-c3ccncc3)cc(C(=O)NCCc3ccc(F)cc3)c2c1	1732	1493
S=C(Nc1ccc(Nc2ccccc2)cc1)N1CCN(c2ncccn2)CC1	1757	1589
Cc1cccc[n+]1CC(=O)Nc1cccc([N+](=O)[O-])c1	1979	1596
CC(C(=O)Nc1ccc(C#N)cc1)N(C)CC(=O)Nc1cccc(F)c1 (stereo not drawn)	1712	1672
O=C(O)c1ccc2cccnc2n1	1893	1488
C=C(C)C1CC=C(C)/C(=N\NC(=O)CNc2ccccc2OC)C1 (stereo not drawn)	2102	1652
COc1ccc(CNC(=O)COC(=O)c2ccco2)cc1	1695	1560
O=C(CSc1cccc(C(F)(F)F)c1)N1CCN(S(=O)(=O)c2ccccc2)CC1	1974	1451
O=S(=O)(c1cccc2cccnc12)N1CCN(c2ccccn2)CC1	1863	1662
Cc1ccccc1NC(=O)C(=O)N/N=C/c1cccc(Br)c1	1838	1622
Cc1cc(Sc2ncnc(N)c2[N+](=O)[O-])ncn1	1672	1431
COC(=O)c1cc(NC(=O)C(C)c2ccc(CC(C)C)cc2)ccc1O (stereo not drawn)	1544	1479
CCOC(=O)C1CCN(C(c2cccc(F)c2)c2sc3nc(C)nn3c2O)CC1 (stereo not drawn)	1603	1710
NS(=O)(=O)c1cccc(NC(=O)CNC(=O)CC23CC4CC(CC(C4)C2)C3)c1	1631	1552
CCCN(CC#CC(O)(c1ccccc1)c1cccnc1)CCC (stereo not drawn)	1851	1396
CC(C)n1nc(C(=O)Nc2ccccc2N2CCOCC2)c2ccccc2c1=O	1710	1402
O=C(Nc1nnc(-c2ccco2)o1)c1ccc(N2C(=O)CCC2=O)cc1	1782	1499
Cc1cc(C)cc(NC(=O)c2cnn(-c3ccccc3)c2C2CCNCC2)c1	1788	1505
CN(C)CC1CCCCC1OC(=O)c1ccc(Cl)cc1 (stereo not drawn)	1886	1486

2 entries drawn at random from those above, as already listed:
SMILES	SRC1 TRFRET art	SRC3 TRFRET art
O=C(Nc1nnc(-c2ccco2)o1)c1ccc(N2C(=O)CCC2=O)cc1	1782	1499
Cc1cc(Sc2ncnc(N)c2[N+](=O)[O-])ncn1	1672	1431

Next records:
SMILES	SRC1 TRFRET art	SRC3 TRFRET art
Cc1ccccc1CC1(CO)CCCN(Cc2ccc3c(c2)OCCO3)C1 (stereo not drawn)	1705	1674
Cc1ccccc1C(=O)Nc1nnc(-c2ccco2)s1	2497*	1974
O=C(Cc1cc(C(=O)O)c2ccccc2n1)Nc1ccccc1	2092	1662
COc1ccc(CC(=O)Nc2cccc(C(=O)Nc3ccccc3C(=O)O)c2)cc1OC	1854	1689
O=C(CC1C(=O)NCCN1Cc1ccc(F)cc1)NCCOc1cccnc1 (stereo not drawn)	1646	1502
CSc1ccccc1NC(=O)CN(C)CC(=O)NCc1ccccc1	1862	1437
COc1ccc(CNC(=O)C/C(C)=N/NC(=O)COc2ccc(Br)cc2)cc1	1780	1607
Cc1c(N=C2SC(CC(=O)Nc3ccccc3)C(=O)N2CCN2CCOCC2)c(=O)n(-c2ccccc2)n1C (stereo not drawn)	1702	1479
COc1cccc(NC(=O)C(=O)NCCCn2ccnc2)c1	1685	1838
CCCn1nnnc1NC(=O)COc1ccc(Cl)c(C)c1	1902	1708
CCOC(=O)c1cccc(-n2c(C)cc(C=O)c2C)c1	1918	1731
Cc1ccc(N=C2NC(=O)c3cc([N+](=O)[O-])ccc32)cc1	1670	1677
O=C(NC(=S)NCCc1ccc(Cl)cc1)c1ccco1	1731	1570
O=C(OCC(=O)c1ccccc1Br)c1ccncc1	1545	1552
COc1ccc(NS(=O)(=O)c2ccc(NC(=O)c3ccc(N(C)S(C)(=O)=O)cc3)cc2)cc1	1848	1698
CCOC(=O)C1(Cc2cccc(F)c2)CCN(Cc2nc(CC)[nH]c2C)CC1	1731	1522
Nc1nc(CSc2nc3ccccc3s2)nc(N2CCOCC2)n1	1513	1588
O=C(CCCN1C(=O)/C(=C/c2ccccc2)SC1=S)Nc1cccc(O)c1	1795	1694
CCOc1ccc(NS(=O)(=O)c2ccc3[nH]c(=O)c(=O)[nH]c3c2)cc1	1633	1711
O=C1/C(=C\c2ccco2)SC(=S)N1c1ccc(O)cc1	1716	1598
COc1ccc(NC(=O)c2cc(C)cc(C)c2)cc1[N+](=O)[O-]	1608	1520
CC(C)N1CCN(Cc2cn[nH]c2C2CCCCC2)CC1CCO (stereo not drawn)	1674	1685
Cc1nc2ccccc2c(=O)n1/N=C/c1c(O)ccc2ccccc12	1667	1798
O=C(COc1ccccc1/C=C\c1nc(O)c([N+](=O)[O-])c(=O)[nH]1)Nc1ccccc1	1583	1505
Cc1nn(-c2ccccc2)c(Cl)c1CN(C(=O)CCl)c1cccc2ccccc12	1898	1461
O=C(O)CCC(=O)NNC(=O)c1cccc(Br)c1	1990	1574
CC1(C)Oc2ccc3ccc(=O)oc3c2/C(=C/Nc2cccc(O)c2)C1=O	1635	1674
COCCNC(=O)C(=O)N/N=C(\C)CC(=O)Nc1cccnc1	1791	1469
Cc1cc(C)nc(NC(N)=NC(C)c2ccccc2)n1 (stereo not drawn)	1926	1623
Cc1cc(C(=O)N2CCCC(CCC(=O)N3CCN(c4ccccn4)CC3)C2)c(C)o1 (stereo not drawn)	1690	1519
CCN(CC)CCCNC(CC(=O)Nc1cccc([N+](=O)[O-])c1)C(=O)O (stereo not drawn)	1862	1448
CNCC(=O)Nc1ccc(Cl)c(C(F)(F)F)c1	1805	1616
COCCN(C(=O)c1ccco1)c1nnc(-c2ccc(F)cc2)s1	1922	1690
COc1ccc(CC(=O)OCc2nnc(-c3ccccc3)o2)cc1	1857	1649
CCOc1cc(C)c(S(=O)(=O)NC2CC(C)(C)NC(C)(C)C2)cc1C	1839	1622
Clc1ccccc1-c1nnc(-c2cccs2)o1	1965	1660
CCN(CC)c1ccc(/C=C2\NC(=O)NC2=O)cc1	2555*	1594
O=C(COC(=O)c1cccc(NS(=O)(=O)c2ccc(F)c(F)c2)c1)NC(=O)NC1CCCCC1	1725	1584
CN(CC(=O)Nc1ccccc1C(F)(F)F)C(=O)CSc1nnnn1C	1664	1466
COc1ccccc1CN1CCN(Cc2nc(-c3ccccc3)no2)CC1	1650	1798
Cc1cccc(NC(=O)C2Cc3ccccc3CN2C(=O)OCc2ccccc2)c1C (stereo not drawn)	1777	1608
COc1ccc([N+](=O)[O-])cc1NC(=O)COC(C)=O	1452	1608
COc1ccc(C(=O)/C=C/c2ccc(OC)c(COc3ccccc3F)c2)cc1	1857	1583
O=C(NNC(=O)C12CC3CC(CC(C3)C1)C2)c1cnccn1	1823	1564
c1ccc(-c2nc(NCCCn3ccnc3)c3ccccc3n2)cc1	1646	1546
CNc1cc(N2CCCC2)ccc1[N+](=O)[O-]	1957	1929
C#CCNC(=O)C1=C[C@H](c2coc3ccccc3c2=O)[C@@H](CCCO)[C@H](OCC)O1	1852	1554
Clc1ccc(-c2cc(-c3nnc4n3CCCCC4)c3ccccc3n2)cc1	1955	1695
Cc1cc(C(=O)COC(=O)c2ccc[nH]c2=O)c(C)n1-c1ccc(F)cc1	2131	1622
COc1ccc(Cc2nn3c(-c4ccccc4OC)nnc3s2)cc1	2097	1631
(next part)
SMILES	SRC1 TRFRET art	SRC3 TRFRET art
COc1ccccc1C(=O)Nc1ccc(C(=O)/C=C/c2cccs2)cc1	1721	1394
Cc1cccc(C)c1N1CCN(C(=O)N2CCCCC2)CC1	1636	1505
CSc1nc(C)cc(-n2ccc(=O)[nH]c2=O)n1	1946	1675
COc1ccc(NC(=O)c2ccccc2NS(=O)(=O)c2ccc(C)cc2)c([N+](=O)[O-])c1	1661	1443
COc1ccccc1C(=O)Nc1cccnc1	1929	1667
CC(C(=O)Nc1cccc([N+](=O)[O-])c1)N1CCN(C/C=C/c2ccccc2)CC1 (stereo not drawn)	1967	1624
Cc1nnc(NC(=O)CCCCCN2C(=O)C3C4C=CC(C4)C3C2=O)s1 (stereo not drawn)	1852	1599
CS(=O)(=O)N(CC(=O)Nc1ccc2c(c1)OCO2)c1ccccc1	1818	1379
O=C(CN1CCCC1)Nc1ccc(OCc2ccccc2)cc1	1897	1772
Cc1ccc(CO/N=C/c2c(O)cc(C)oc2=O)cc1	1489	1532
O=C(CCn1c(=O)oc2ccccc21)N(Cc1ccccc1)c1ccccc1	1875	1482
O=C(Nc1ccccn1)c1cc(-c2cccnc2)nc2ccc(Br)cc12	1819	1669
O=[N+]([O-])c1ccc2c(c1)nc1n2CCN(CC2CCCO2)C1 (stereo not drawn)	1945	1387
COc1ccc(C(=O)Nc2ccc(CN3CCCCC3)cc2)cc1	1602	1523
C=CCN1C(=O)/C(=C2/Sc3ccc(OC)cc3N2C)SC1=Nc1ccccc1	1659	1830
CN1CCC(OC(=O)c2ccc(Cl)cc2Cl)CC1	1634	1510
Cc1c(C(=O)Nc2c(F)cccc2F)sc2ncnc(N3CCN(c4ccccc4)CC3)c12	2137	2183*
Cc1ccc(S(=O)(=O)CCC(=O)OCC(=O)NCc2ccc(Cl)cc2)cc1	1878	1534
Cc1ccc(SCc2cc(=O)n3ccsc3n2)c(C)c1	1817	1489
O=C(NC(NC(=S)Nc1ccccc1C(=O)O)C(Cl)(Cl)Cl)c1ccco1 (stereo not drawn)	1603	1429
COc1c2ccoc2nc2c(OC)c(OCC(OC(C)=O)C(C)(C)O)ccc12 (stereo not drawn)	1857	1548
Cn1cnnc1SCC(=O)N1CCN(C(=O)c2ccco2)CC1	1660	1681
CC(C)NCC(O)COc1ccc(CCOCC2CC2)cc1 (stereo not drawn)	1940&1932	1742&1530
Nc1cc(N2CCCC2)c(Cl)cc1[N+](=O)[O-]	1804	1668
CC(=O)c1cccc(N(CC(=O)Nc2ccccc2F)S(C)(=O)=O)c1	1897	1650
CCC(=O)OCCNc1cc(Sc2nc3ccccc3[nH]2)c2nonc2c1[N+](=O)[O-]	1664	1482
CC(C)(C)n1nnnc1SCC(=O)Nc1nn(-c2ccccc2)nc1C(N)=O	1520	1390
CCCCN=C1NN=C(c2ccc(C)c(C)c2)CS1	1640	1487
CCOC(=O)c1cnc2c(-c3ccccc3)cnn2c1C	1656	1345
CCc1ccc(N2C(=O)CC(N3CCN(Cc4ccc5c(c4)OCO5)CC3)C2=O)cc1 (stereo not drawn)	1842	1579
O=C(CSc1nc(-c2ccccc2)cs1)N1CCN(C(=O)c2ccco2)CC1	1882	1795
Cc1ccccc1NS(=O)(=O)c1cc(S(C)(=O)=O)ccc1C	1724	1328
CCCCCCC(=O)Oc1cccc(N2C(=O)C3CCCCC3C2=O)c1 (stereo not drawn)	1709	1663
CC(=O)Nc1ccc(Sc2ccccc2C(=O)Nc2ccc(F)cc2)cn1	1901	1742

Profiles, looked up by structure. Screens in order: SRC1 TRFRET art | SRC3 TRFRET art
O=C(CN1CCCC1)Nc1ccc(OCc2ccccc2)cc1 across the screens: 1897 | 1772
Cc1cccc(C)c1N1CCN(C(=O)N2CCCCC2)CC1 across the screens: 1636 | 1505

Filtered by structure: the entries above with two or more sulfur atoms.
SMILES	SRC1 TRFRET art	SRC3 TRFRET art
COc1cc(OC)cc(C(=O)NC(=S)NNC(=O)Cc2cccs2)c1	2099	1748
O=C(CSc1cccc(C(F)(F)F)c1)N1CCN(S(=O)(=O)c2ccccc2)CC1	1974	1451
COc1ccc(NS(=O)(=O)c2ccc(NC(=O)c3ccc(N(C)S(C)(=O)=O)cc3)cc2)cc1	1848	1698
Nc1nc(CSc2nc3ccccc3s2)nc(N2CCOCC2)n1	1513	1588
O=C(CCCN1C(=O)/C(=C/c2ccccc2)SC1=S)Nc1cccc(O)c1	1795	1694
O=C1/C(=C\c2ccco2)SC(=S)N1c1ccc(O)cc1	1716	1598
C=CCN1C(=O)/C(=C2/Sc3ccc(OC)cc3N2C)SC1=Nc1ccccc1	1659	1830
Cc1ccc(SCc2cc(=O)n3ccsc3n2)c(C)c1	1817	1489
O=C(CSc1nc(-c2ccccc2)cs1)N1CCN(C(=O)c2ccco2)CC1	1882	1795
Cc1ccccc1NS(=O)(=O)c1cc(S(C)(=O)=O)ccc1C	1724	1328

Compound activity deposited in PubChem BioAssay by The Scripps Research Institute Molecular Screening Center.
